V1aR counter = activates human V1a receptor in oxytocin agonist counter-screen | P37288 | CHO-V1R cells, Fluo-8 calcium fluorescence, agonist mode; 0% DMSO, 100% 3 nM vasopressin | activation, % at 3 µM | hit rate 0.25% among 320,000;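 active = activation above the mean activation of all tested compounds plus 3 SD, per screening run, cut at about 20% in these data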;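 note: signal is peak over basal fluorescence ratio across a 100 second FLIPR read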
GalR3 antag = blocks the human galanin receptor 3. O60755. AID 651719. inhibition, % at 3 µM. HEK293 GalR3-CNG cAMP membrane potential fluorescence; galR3 body fused to GalR1 C-terminus. hit rate 0.44% among 360,000;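 active = inhibition above the screen-wide average plus 3 SD, cut at about 13% in these data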;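 note: forskolin and galanin both at EC90 stimulate the cells; cAMP rise reported by CNG channel membrane potential dye signal; 0% = forskolin plus galanin with DMSO and 100% = forskolin alone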
Target sequence (O60755 1-299 limits assumed): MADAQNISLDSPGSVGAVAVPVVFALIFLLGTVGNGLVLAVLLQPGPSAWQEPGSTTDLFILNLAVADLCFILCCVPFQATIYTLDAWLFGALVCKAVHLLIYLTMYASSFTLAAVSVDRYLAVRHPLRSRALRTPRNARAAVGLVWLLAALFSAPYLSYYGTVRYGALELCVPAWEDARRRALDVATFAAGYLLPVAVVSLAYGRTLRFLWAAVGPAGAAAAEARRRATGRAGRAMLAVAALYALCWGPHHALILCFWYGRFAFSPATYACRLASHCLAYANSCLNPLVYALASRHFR
OXTR ag = human OXTR agonism; P30559; CHO-OTR cells, Fluo-8 calcium fluorescence; normalized: DMSO 0%, oxytocin 100%; activation, % at 3 µM; hit rate 0.32% among 320,000; AID 2435;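 active = activation above the mean of all tested compounds plus 3 SD, cutoff set per screening run, cut at about 20% in these data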;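 note: peak over basal fluorescence ratio from a 100 s FLIPR kinetic read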
Target sequence (P30559 whole entry, looked up): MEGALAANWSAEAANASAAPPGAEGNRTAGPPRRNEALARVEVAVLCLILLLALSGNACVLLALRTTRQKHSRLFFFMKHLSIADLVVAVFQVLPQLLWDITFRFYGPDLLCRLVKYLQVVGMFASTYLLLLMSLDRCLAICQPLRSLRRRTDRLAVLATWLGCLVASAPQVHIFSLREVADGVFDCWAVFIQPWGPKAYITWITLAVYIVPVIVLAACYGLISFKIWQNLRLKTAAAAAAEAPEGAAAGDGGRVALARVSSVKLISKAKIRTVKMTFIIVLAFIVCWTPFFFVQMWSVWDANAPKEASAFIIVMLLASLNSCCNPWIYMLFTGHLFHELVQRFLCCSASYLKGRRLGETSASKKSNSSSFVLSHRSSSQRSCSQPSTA
GPR7 antagonist = human neuropeptides B/W receptor 1 antagonism. P48145. inhibition, % at 4.4 µM. GPR7-expressing cells, fluorescence antagonist assay. hit rate 1.1% among 290,000; in the data active = inhibition above about 16%, passing the limit was not always enough;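 note: cells stimulated with the agonist NPW; 0% = agonist with vehicle and 100% = vehicle without agonist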
NS3 helicase inh = HCV NS3 helicase inhibition; NS3 helicase DNA unwinding, Cy5 molecular beacon fluorescence; inhibition, % at 10.9 µM; hit rate 0.56% among 290,000; AID 1800;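 active = inhibition above the mean of all tested compounds plus 3 SD, set per campaign, cut at about 35% in these data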;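 note: 0% = DMSO wells and 100% = thioflavine S control wells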
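System: NS3 helicase fragment of HCV / Schedule: 1 h at 25 °C / Control set: DMSO alone as 0% and 110 µM thioflavine S as 100% / Reagent: Cy5/quencher beacon DNA duplex and ATP to start / Technique: Cy5 fluorescence / Replication: singlicate / Evaluation: % inhibition of end-to-start signal ratio versus controls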
VIM-2 inh = blocks Pseudomonas aeruginosa VIM-2 metallo-beta-lactamase; inhibition, % at 5.6 µM; purified VIM-2, nitrocefin hydrolysis, epi-absorbance fluorescence; hit rate 0.89% among 290,000;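 active = inhibition above the mean of all tested compounds plus 3 SD, cutoff set per screening run, cut at about 7.5% in these data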;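 note: red hydrolysis product quenches plate fluorescence so inhibitors raise well fluorescence; 0% = enzyme with DMSO and 100% = DMSO without enzyme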
PHOSPHO1 block = blocks human PHOSPHO1 phosphatase activity; Q8TCT1; recombinant PHOSPHO1, absorbance phosphatase assay; inhibition, % at 13.3 µM; hit rate 1.1% among 290,000; AID 1565; in the data active = inhibition above about 60%
Target sequence (Q8TCT1 whole entry, looked up): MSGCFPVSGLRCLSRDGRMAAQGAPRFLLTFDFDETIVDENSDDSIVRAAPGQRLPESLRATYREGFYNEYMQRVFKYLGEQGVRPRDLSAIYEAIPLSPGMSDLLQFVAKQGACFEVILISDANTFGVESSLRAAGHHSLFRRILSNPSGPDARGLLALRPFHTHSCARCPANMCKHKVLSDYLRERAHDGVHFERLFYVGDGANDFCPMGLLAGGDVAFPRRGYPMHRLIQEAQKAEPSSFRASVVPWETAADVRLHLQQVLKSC
FID counter = displaces DNA intercalator in HCV helicase counter-screen; AID 1845; hit rate 0.17% among 290,000; inhibition, % at 7.9 µM; DNA fluorescent intercalator displacement, fluorescence; in the data active = inhibition above about 37%;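 note: 0% = vehicle and 100% = reference compound; higher means more ethidium bromide displaced from hairpin DNA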
IMP-1 inh = blocks Pseudomonas aeruginosa IMP-1 metallo-beta-lactamase; hit rate 0.45% among 290,000; AID 1556; inhibition, % at 5.6 µM; purified IMP-1, nitrocefin hydrolysis, epi-absorbance fluorescence;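 active = inhibition above the mean plus 3 SD of all compounds in the same screening run, cut at about 4.5% in these data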;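 note: 0% = IMP-1 with DMSO and 100% = DMSO wells lacking enzyme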
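Material – recombinant IMP-1 enzyme, purified · Amount – IMP-1 0.2 nM before substrate addition · Medium – HEPES buffer pH 7.1 with ZnSO4 and Brij 35 · Timing – 25 °C, 15 min preincubation, 25 min reaction · Measured by – plate fluorescence quenching by hydrolysis product, ex 480/em 530 nm · Read-out – percent enzyme inhibition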
* = called active by the depositor; . = no result given.

Structure | V1aR counter | GalR3 antag | OXTR ag | GPR7 antagonist | NS3 helicase inh | VIM-2 inh | PHOSPHO1 block | FID counter | IMP-1 inh
O=C(Nc1ccc2c(c1)OCO2)N1CCN(c2ccccc2Cl)CC1 | 0.5 | -9.8 | 1.0 | 10.4 | 4.7 | -1.8 | 0.9 | -8.4 | -1.8
COc1ccc(OCC(=O)NCCCCCCNC(=O)COc2ccc(OC)cc2)cc1 | 5.0 | -4.6 | 0.7 | -0.8 | -1.4 | -2.4 | -2.0 | -46.1 | -3.4
COc1ccc(CC(=O)Nc2ccccc2NC(=O)Cc2ccc(OC)cc2)cc1 | 4.4 | -9.0 | 0.0 | -13.4 | 2.1 | 0.2 | 26.5 | -27.4 | 2.0
Cc1cccc(OCC2=NS(=O)(=O)c3ccccc3N2)c1 | 1.1 | -0.7 | 1.9 | 0.1 | 7.2 | 4.4 | -10.4 | -0.2 | -1.9
Cc1nn(CCC(=O)NCc2ccc(N(C)C)cc2)c(=O)c2nn(-c3ccccc3)c(C)c12 | -0.6 | -6.5 | -1.7 | -13.4 | 7.7 | -1.3 | 42.2 | -43.0 | -3.4
CCOC(=O)c1c(C)[nH]c(C(=O)NNC(=O)c2ccccc2)c1C | 0.4 | . | -0.5 | -4.7 | -7.3 | 3.2 | 21.5 | -0.7 | -1.3
C=CCN1C(=O)c2ccc(C(=O)N3CCC(C(N)=O)CC3)cc2C1=O | 0.7 | -1.7 | 0.1 | -13.2 | -1.7 | -0.5 | 9.6 | -9.7 | -2.2
CC(C)c1nnc(NC(=O)CC(=O)Nc2ccccc2C(=O)O)s1 | 0.6 | 4.0 | -0.6 | -2.0 | -8.8 | -3.4 | 20.1 | -20.8 | -3.9
COc1ccc(N2CCN(C(=S)NCc3ccc(C)cc3)CC2)cc1 | -0.2 | 2.3 | 0.3 | -8.1 | -2.0 | -4.0 | 27.7 | -2.2 | -2.0
CC(NCc1ccc(F)cc1)C(=O)Nc1cc(S(=O)(=O)N2CCCCC2)ccc1Cl (stereo not given) | 2.1 | -3.3 | -0.1 | -4.1 | 6.7 | -2.5 | 8.2 | -24.2 | -3.8
O=C(OC(C(=O)Nc1ccc([N+](=O)[O-])cc1Br)c1ccccc1)c1ccccc1 (stereo not given) | 0.7 | 2.6 | 0.5 | -12.1 | -0.7 | -2.7 | 27.4 | 2.2 | -0.5
CCc1ccc(/C=c2\s/c(=C\C(=O)C(C)(C)C)[nH]c2=O)cc1 | -0.6 | -1.8 | -2.2 | 1.7 | 2.3 | -4.5 | 12.4 | -9.5 | -4.9
COc1ccc(OC)c(S(=O)(=O)N2CCN(c3c(C)cccc3C)CC2)c1 | -0.8 | . | -1.7 | -15.6 | -11.2 | -3.2 | -10.0 | -2.1 | -1.6
Cc1ccc(C(=O)Nn2cnnc2)cc1 | 0.2 | -5.2 | 0.8 | -13.2 | -2.8 | -0.4 | 24.8 | -2.9 | -2.6
COC(=O)c1cccc(COC(=O)c2cccnc2SC)c1 | -0.6 | -3.1 | -0.4 | 5.8 | -1.1 | -1.0 | -61.5 | -25.6 | -1.8
CCOC(=O)c1cnc2c(ccc3ccccc32)c1N | -0.3 | -6.1 | 0.6 | 2.5 | -12.9 | 1.8 | 9.7 | 14.6 | -0.1
Cc1c(C)c2ccc(OCC(=O)Nc3ccccc3C(N)=O)cc2oc1=O | 0.7 | 0.2 | -0.3 | 9.0 | 7.9 | 0.8 | 39.0 | 1.9 | 1.1
COc1ccc(C(=O)OC(C)CN2CCN(C)CC2)cc1 (stereo not given) | 0.3 | -8.3 | -0.7 | -14.4 | -2.6 | 0.3 | 31.1 | 4.8 | -1.8
O=C(N1CCOCC1)N1CCN(S(=O)(=O)c2cccc([N+](=O)[O-])c2)CC1 | 0.9 | -5.6 | 1.4 | 5.1 | 7.3 | 2.5 | -4.1 | -9.7 | -2.6
CC(=O)OC1c2ccccc2C(=O)N1Cc1ccccc1Cl (stereo not given) | -1.5 | . | -2.0 | -9.7 | -2.3 | -1.9 | -10.0 | -5.3 | -2.1
CC(C)c1ccc(NC(=O)CSc2n[nH]c(=O)n2Cc2ccco2)cc1 | 0.6 | -7.0 | -0.2 | -21.3 | -8.8 | -2.1 | 12.1 | -21.0 | -2.7
CCc1cccc(CN2CCC(CNC(=O)Nc3ccc(Cl)cc3)CC2)c1 | 3.7 | -3.5 | 7.1 | 13.0 | -31.9 | -5.2 | -6.1 | 13.4 | -2.9
CCOCC(=O)Nc1cccc(Br)c1 | -0.5 | 1.1 | 0.6 | -16.7 | 22.4 | -1.5 | -3.2 | -9.2 | -0.2
COc1ccccc1NC(=O)Nc1cc(C(C)C)ccc1C | . | -9.6 | . | -2.1 | -4.0 | -3.2 | 27.3 | -9.5 | -1.9
CN1C(=O)CC(N2CCN(CCN=CC3=C(O)CC(C)(C)CC3=O)CC2)C1=O (stereo not given) | 0.2 | 0.2 | 1.1 | 1.8 | 5.0 | -4.6 | 6.3 | 1.1 | -3.8
COCCCNC(=O)c1cc(C)nc2ccc(F)cc12 | -0.2 | -2.7 | -0.3 | -6.8 | 2.8 | -2.9 | 13.8 | 1.5 | -1.1
O=S(=O)(c1cccc(S(=O)(=O)N2CCC(n3nnc4ccccc43)CC2)c1)N1CCCCC1 | 1.6 | 5.8 | -0.1 | -13.9 | -4.3 | -0.1 | 11.6 | -25.9 | -2.7
Oc1ccccc1C1=NN(c2ccccc2)C(c2ccc(F)cc2)C1 (stereo not given) | . | -10.8 | . | -11.5 | -12.0 | -3.1 | 22.9 | 3.1 | -4.8
CC(=O)NCC(=O)NC(Cc1ccccc1)C(N)=O (stereo not given) | 0.5 | -1.8 | 1.3 | -7.3 | 2.3 | -2.9 | 6.7 | 2.6 | -1.1
COc1ccccc1C(=O)Nc1ccc2c(c1)nc(CCNC(C)=O)n2C | 0.8 | -7.2 | -0.1 | -10.7 | 0.9 | -1.2 | -10.1 | -3.4 | -2.5
COCC1CCCN(Cc2nc(C(c3ccccc3)c3ccccc3)no2)C1 (stereo not given) | -1.2 | -3.3 | -0.2 | -12.9 | -7.7 | -2.0 | 4.9 | -23.2 | -0.6
CCNS(=O)(=O)c1ccc(NC(=O)c2cccnc2)cc1 | 0.6 | -6.2 | 0.2 | -3.8 | 7.1 | -0.1 | 15.8 | -9.9 | -2.6
COc1ccc(C2CC(c3cccs3)=NN2S(C)(=O)=O)cc1 (stereo not given) | 3.3 | -0.7 | 1.4 | -17.0 | -1.2 | -3.7 | 14.6 | -6.1 | -2.2
Cc1ccc(O)c(C(=O)/C=C/c2ccc3c(c2)OCCO3)c1 | -0.6 | -2.6 | -1.7 | 3.2 | 0.1 | -3.1 | -4.6 | -21.6 | -2.6
Cc1oc(-c2ccc(Cl)cc2)cc1C(=O)/C(C#N)=C/Nc1cccc(OC(F)(F)F)c1 | -0.7 | -2.2 | -0.3 | -4.7 | 23.5 | -1.4 | 7.7 | -15.3 | -0.8
CC(C)Cn1c(N)c(C(=O)COC(=O)c2cc(C(F)(F)F)nc3ccccc23)c(=O)n(C)c1=O | 0.1 | -3.9 | -0.9 | -15.0 | -7.1 | -1.5 | 1.3 | -5.1 | -2.7
CC(=O)Nc1ccc(NC(=O)CSc2nc(N)c(NC(=O)c3ccccc3F)c(=O)[nH]2)cc1 | 0.7 | -0.7 | 0.7 | -16.5 | 8.0 | -1.9 | 17.0 | -0.8 | -1.0
CCS(=O)(=O)N1CCN(C2Cc3ccccc3C2)CC1 | 1.0 | -4.0 | 1.9 | -8.4 | -2.7 | -1.5 | 13.9 | 1.9 | -5.0
COc1ccc(C2/C=C\CN(C(=O)CC(C)(C)C)CC(=O)N2Cc2ccc(F)cc2)cc1 (stereo not given) | -0.4 | -1.0 | 0.5 | . | . | . | 35.3 | . | .
COc1ccc(Cl)cc1NC(=O)c1cc(-c2ccccc2O)n[nH]1 | 2.0 | -9.2 | 3.3 | -1.7 | -3.9 | -1.3 | -1.0 | 7.7 | -0.8
CCN(C(=O)COC(=O)/C=C/c1ccc(S(=O)(=O)N2CCc3ccccc32)cc1)C1CCS(=O)(=O)C1 (stereo not given) | 1.1 | -3.5 | 3.2 | -6.4 | -2.3 | -2.0 | 6.2 | -22.5 | -1.3
CCCCCCCCc1nc(SCC(C)=O)n[nH]1 | -0.5 | -5.3 | -2.5 | 3.7 | 6.1 | -4.1 | 27.3 | -15.0 | -4.0
CCCCCNCc1cccc(Br)c1 | 0.6 | -8.7 | 0.9 | -4.5 | -8.0 | -1.1 | 44.7 | 4.0 | -2.6
O=C(COC(=O)/C=C/c1ccco1)Nc1ncc(Cl)cc1Cl | -0.6 | -3.2 | -0.1 | 8.1 | 17.3 | -0.9 | 4.9 | -9.0 | 0.0
Cc1nn(Cc2ccccc2)c(Cl)c1/C=C/C(=O)OCC(=O)N(C)C1CCS(=O)(=O)C1 (stereo not given) | 1.6 | -4.6 | -0.3 | -1.8 | 46.4* | 0.5 | -0.9 | -21.2 | -0.6
CCc1ccc(NC(=O)C2CC(=O)Nc3ncnn32)cc1 (stereo not given) | 4.0 | -0.5 | 1.3 | -7.2 | -7.6 | -0.4 | 11.1 | -3.9 | -2.1
COc1ccc(NC(=S)N(CCc2c(C)[nH]c3ccc(C)cc23)Cc2cccs2)cc1 | 0.3 | -0.4 | 0.0 | -3.3 | -24.5 | -3.6 | -13.5 | -8.0 | -3.9
C=CCc1c(C)nc(SC)nc1Nc1ccc(C)cc1 | -0.7 | -2.3 | -1.5 | -2.8 | 13.0 | 1.8 | -6.3 | -14.0 | -2.0
O=C(Nc1ccc(S(=O)(=O)Nc2ncccn2)cc1)c1ccc(Br)o1 | 0.2 | -3.8 | 0.5 | -8.1 | -7.6 | -0.8 | 19.9 | -1.6 | -1.3
Nc1nc(-c2ccc3ccccc3c2)cs1 | -0.1 | -4.8 | 1.1 | 3.2 | 11.1 | -3.4 | -19.1 | 12.8 | 0.1
O=C(COc1c(Br)cc(Br)c2cccnc12)N1CCCCC1 | -1.4 | 1.5 | -1.7 | 4.3 | -4.3 | 2.2 | 31.7 | -28.7 | -3.0
Cc1onc(-c2ccccc2Cl)c1C(=O)Nc1ccc(S(=O)(=O)Nc2nccs2)cc1 | -0.2 | 9.8 | 0.0 | -9.2 | -2.5 | -4.4 | 56.0 | -20.6 | -0.7
COC(=O)c1cc(Br)c(=O)n(-c2ccccn2)c1 | -0.4 | 0.7 | 1.5 | -6.2 | 0.3 | -3.4 | 8.7 | 1.9 | -3.6
CCNC(=O)CSc1nnc(C2CC2)n1-c1ccccc1 | 2.4 | -3.5 | 0.3 | -9.7 | -1.6 | 2.4 | 30.5 | -3.5 | -2.0

Some of these compounds in order of count of non-hydrogen atoms, rising:
Structure | V1aR counter | GalR3 antag | OXTR ag | GPR7 antagonist | NS3 helicase inh | VIM-2 inh | PHOSPHO1 block | FID counter | IMP-1 inh
Nc1nc(-c2ccc3ccccc3c2)cs1 | -0.1 | -4.8 | 1.1 | 3.2 | 11.1 | -3.4 | -19.1 | 12.8 | 0.1
Cc1onc(-c2ccccc2Cl)c1C(=O)Nc1ccc(S(=O)(=O)Nc2nccs2)cc1 | -0.2 | 9.8 | 0.0 | -9.2 | -2.5 | -4.4 | 56.0 | -20.6 | -0.7
COc1ccc(C2/C=C\CN(C(=O)CC(C)(C)C)CC(=O)N2Cc2ccc(F)cc2)cc1 (stereo not given) | -0.4 | -1.0 | 0.5 | . | . | . | 35.3 | . | .

Screening data from PubChem BioAssay.
